Mtb UGM inh: blocks M. tuberculosis UGM enzyme. 320,000 compounds, 0.06% hits. AID 504406. inhibition, % at 10 µM. purified UGM, fluorescence polarization probe displacement. P9WIQ1; in the data active means inhibition above about 10%, passing the limit was not always enough; inconclusive means no clear call, values can overlap the other calls
BoNT F protease: BoNT F light chain protease inhibition; Multiplex microsphere protease cleavage assay, flow cytometry; inhibition, % at 10 µM; 360,000 compounds, 0.22% hits; in the data active means inhibition above about 35%, passing the limit was not always enough; inconclusive means no clear call, values can overlap the other calls; further: plate controls were buffer without enzyme for full effect and enzyme alone for no effect
GDH-TPI counter: counter-screen for M. tuberculosis FBA inhibitors: GDH-TPI coupled enzymes; 360,000 compounds, 1.2% hits; GDH-TPI coupled enzyme counterscreen, NADH absorbance; inhibition, % at 4.8 µM; AID 588335;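 further: 0% = DMSO wells and 100% = wells lacking the enzyme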
Rv3671c protease: inhibitors of M. tuberculosis serine protease Rv3671c; P9WHR9; inhibition, % at 5.96 µM; 320,000 compounds, 0.048% hits; in the data active means inhibition above about 38%;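 further: extracellular domain of Rv3671c used as enzyme; 0% = enzyme with DMSO and 100% = no enzyme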
Target sequence (P9WHR9 whole entry, looked up, the tested form may be a part): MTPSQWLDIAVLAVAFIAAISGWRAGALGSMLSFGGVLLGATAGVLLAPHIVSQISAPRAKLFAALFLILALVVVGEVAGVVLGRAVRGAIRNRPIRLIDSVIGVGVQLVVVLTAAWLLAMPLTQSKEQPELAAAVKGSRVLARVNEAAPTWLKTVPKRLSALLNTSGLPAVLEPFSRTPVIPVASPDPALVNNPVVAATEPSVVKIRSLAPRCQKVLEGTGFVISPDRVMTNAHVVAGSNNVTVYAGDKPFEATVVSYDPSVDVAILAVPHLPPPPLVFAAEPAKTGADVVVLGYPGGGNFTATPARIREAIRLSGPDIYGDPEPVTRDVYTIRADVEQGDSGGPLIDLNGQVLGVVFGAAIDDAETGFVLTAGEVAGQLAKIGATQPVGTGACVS
MazEF act: activators of E. coli MazEF toxin-antitoxin RNase; P0AE70; FAM/BHQ RNA-DNA oligo cleavage fluorescence, 5 h; activation, % at 20 µM; 350,000 compounds, 0.32% hits; in the data active means activation above about 50%
Target sequence (P0AE70 whole entry, looked up): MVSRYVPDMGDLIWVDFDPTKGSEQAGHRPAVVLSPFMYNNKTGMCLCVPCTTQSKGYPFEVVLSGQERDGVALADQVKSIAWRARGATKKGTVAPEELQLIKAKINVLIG
DUSP3 inh: DUSP3 (human) phosphatase inhibition; P51452; recombinant VHR phosphatase, pNPP absorbance; inhibition, % at 13.3 µM; 290,000 compounds, 0.52% hits; AID 1654; in the data active means inhibition above about 50%; further: some compounds called inactive have numbers as strong as hits
Target sequence (P51452 whole entry, looked up): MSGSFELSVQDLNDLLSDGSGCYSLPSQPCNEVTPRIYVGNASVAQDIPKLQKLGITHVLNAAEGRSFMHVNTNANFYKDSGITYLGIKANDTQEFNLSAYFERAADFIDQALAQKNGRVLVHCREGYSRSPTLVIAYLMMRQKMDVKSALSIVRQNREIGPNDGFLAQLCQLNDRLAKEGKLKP
CCHF vOTU inh: CCHFV vOTU protease inhibition | Pep-AMC fluorescence | inhibition, % at 11.5 µM | 370,000 compounds, 0.55% hits; further: 0% = vehicle wells with enzyme and 100% = no enzyme wells
BioA inh: inhibitors of Mycobacterium tuberculosis BioA enzyme; 360,000 compounds, 0.096% hits; AID 602481; purified M. tuberculosis BioA enzyme, plate reader; inhibition, % at 9.99 µM; in the data active means inhibition above about 40%; inconclusive means no clear call, values can overlap the other calls
FadD28 FP inh: blocks FadD28 binding to the bisubstrate probe | fluorescence polarization | inhibition, % at 12.5 µM | 360,000 compounds, 0.22% hits | AID 588549; in the data active means inhibition above about 8.5%, passing the limit was not always enough; inconclusive means no clear call, values can overlap the other calls
FBA Mtb inh: inhibits M. tuberculosis FBA enzyme. P9WQA3. inhibition, % at 1 µM. 360,000 compounds, 2.3% hits. purified M. tuberculosis FBA, fluorescence read-out; in the data active means inhibition above about 27%;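 further: 0% = vehicle and 100% = reference inhibitor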
Target sequence (P9WQA3 whole entry, looked up): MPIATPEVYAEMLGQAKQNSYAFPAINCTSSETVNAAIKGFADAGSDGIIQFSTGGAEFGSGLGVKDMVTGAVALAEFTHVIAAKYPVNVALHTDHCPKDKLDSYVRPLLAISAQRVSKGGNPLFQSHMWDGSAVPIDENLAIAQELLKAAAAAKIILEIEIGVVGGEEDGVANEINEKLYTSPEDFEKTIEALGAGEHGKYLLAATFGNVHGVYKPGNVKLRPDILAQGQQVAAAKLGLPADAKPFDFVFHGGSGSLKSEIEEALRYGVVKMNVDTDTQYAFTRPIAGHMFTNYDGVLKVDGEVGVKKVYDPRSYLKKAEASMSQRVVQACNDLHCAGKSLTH
* marks the source's active call; other numbers are inactive results. Unless noted, no stated cut-off is given here; in the data, active means inhibition above about 30%; inactive means the rest.

What do the screens show for `COc1cccc(CSc2nc3ccccc3cc2C=O)c1`?
Mtb UGM inh: 0.0; BoNT F protease: 11; GDH-TPI counter: -4; Rv3671c protease: -17; MazEF act: -11; DUSP3 inh: -1; CCHF vOTU inh: 5; BioA inh: 0.2; FadD28 FP inh: 0.3; FBA Mtb inh: 6

Results for Cc1nnc(SC(C)C(=O)Nc2nccs2)s1 (stereo not drawn) ?
Mtb UGM inh: 0.8; BoNT F protease: -2; GDH-TPI counter: 4; Rv3671c protease: -3; MazEF act: -4; DUSP3 inh: 18; CCHF vOTU inh: 7; FadD28 FP inh: -0.2; FBA Mtb inh: 7

What do the screens show for `Cn1c(=N)n(CC(=O)c2ccccc2)c2ccccc21`?
Mtb UGM inh: 0.8; BoNT F protease: inconclusive; GDH-TPI counter: 6; Rv3671c protease: 6; MazEF act: 0; DUSP3 inh: 13; CCHF vOTU inh: -10; BioA inh: 1.2; FadD28 FP inh: -1.5; FBA Mtb inh: 3

How did C/C(=N\NC(=O)c1ccccc1F)c1ccc(C#N)cc1 do in these assays?
Mtb UGM inh: 0.1; BoNT F protease: 2; GDH-TPI counter: -10; Rv3671c protease: 6; MazEF act: 1; DUSP3 inh: 11; CCHF vOTU inh: 14; FadD28 FP inh: -4.4; FBA Mtb inh: -2

Results for O=C1CC(c2ccccc2)CC(O)=C1C=Nc1cccc(Cl)c1 (stereo not drawn) ?
Mtb UGM inh: -0.3; BoNT F protease: -2; GDH-TPI counter: 5; Rv3671c protease: 2; MazEF act: -11; DUSP3 inh: 7; CCHF vOTU inh: 5; FadD28 FP inh: -1.9; FBA Mtb inh: 0

How did CN(C)CCNC(=O)/C(=C/c1ccc(-c2cccc(Cl)c2)o1)NC(=O)c1ccccc1 do in these assays?
Mtb UGM inh: 0.7; BoNT F protease: 0; GDH-TPI counter: 1; Rv3671c protease: 0; MazEF act: 8; DUSP3 inh: -14; CCHF vOTU inh: -4; FadD28 FP inh: -3.1; FBA Mtb inh: 2

How did Cc1ccc(Cc2c(C)nc3nc(SCC(=O)NCCCN4CCOCC4)nn3c2C)cc1 do in these assays?
Mtb UGM inh: -0.2; BoNT F protease: -5; GDH-TPI counter: 1; Rv3671c protease: 9; MazEF act: 1; DUSP3 inh: 27; CCHF vOTU inh: 5; BioA inh: 22; FadD28 FP inh: -2.1; FBA Mtb inh: -1

Results for O=[N+]([O-])c1ccc(Sc2ncccn2)c([N+](=O)[O-])c1 ?
Mtb UGM inh: -0.2; BoNT F protease: inconclusive; GDH-TPI counter: 7; Rv3671c protease: 2; MazEF act: 4; DUSP3 inh: 6; CCHF vOTU inh: 3; BioA inh: -0.2; FadD28 FP inh: -1.3; FBA Mtb inh: 0

Results for CCO[C@H]1OC(C(=O)NC2CC2)=C[C@@H](C2CC2)[C@@H]1CCCO ?
Mtb UGM inh: 0.5; BoNT F protease: 6; GDH-TPI counter: 0; Rv3671c protease: -3; MazEF act: 7; DUSP3 inh: 3; CCHF vOTU inh: -8; BioA inh: -7.7; FadD28 FP inh: -4.0; FBA Mtb inh: 1

What do the screens show for `CC(NC(=O)CSCc1ccc(Br)cc1)c1ccccc1` (stereo not drawn)?
Mtb UGM inh: 2.0; BoNT F protease: 3; GDH-TPI counter: 0; Rv3671c protease: -3; MazEF act: -3; DUSP3 inh: 35; CCHF vOTU inh: -12; BioA inh: -1.3; FadD28 FP inh: -5.4; FBA Mtb inh: 0

What do the screens show for `CCN(CC)CCNC(=O)CCc1nn(C)c(=O)c2ccccc12`?
Mtb UGM inh: -0.2; BoNT F protease: 5; GDH-TPI counter: 0; Rv3671c protease: -4; MazEF act: 2; DUSP3 inh: 3; CCHF vOTU inh: -3; FadD28 FP inh: -1.4; FBA Mtb inh: 0

Results for Nc1n[nH]c(-c2ccccc2)c1-c1ccccc1 ?
Mtb UGM inh: -1.0; BoNT F protease: 0; GDH-TPI counter: 13; Rv3671c protease: 3; MazEF act: 2; DUSP3 inh: 19; CCHF vOTU inh: 4; BioA inh: -1.6; FadD28 FP inh: 1.4; FBA Mtb inh: 2

Results for Cn1cnnc1SCC(=O)NCCc1ccc(Cl)cc1Cl ?
Mtb UGM inh: 2.1; BoNT F protease: 0; GDH-TPI counter: -3; Rv3671c protease: 0; MazEF act: 8; DUSP3 inh: -13; CCHF vOTU inh: -12; FadD28 FP inh: -2.1; FBA Mtb inh: -1

Results for O=C1CC(N2CCN(c3ccc(F)cc3)CC2)C(=O)N1c1ccc2c(c1)OCO2 (stereo not drawn) ?
Mtb UGM inh: -1.1; BoNT F protease: 1; GDH-TPI counter: 9; Rv3671c protease: -4; MazEF act: 6; DUSP3 inh: 11; CCHF vOTU inh: 9; FadD28 FP inh: -0.6; FBA Mtb inh: 0

What do the screens show for `CCOc1ccc(/C=N/Nc2nncc(-c3ccccc3)n2)cc1OC`?
Mtb UGM inh: -0.2; BoNT F protease: 1; GDH-TPI counter: 15; Rv3671c protease: 3; MazEF act: 16; DUSP3 inh: 19; CCHF vOTU inh: 1; BioA inh: -3.3; FadD28 FP inh: 0.8; FBA Mtb inh: -1

How did COc1cccc(NC(=O)CN(C)C(=O)c2cc(CN3C(=O)c4ccccc4C3=O)ccc2OC)c1 do in these assays?
BoNT F protease: -2; GDH-TPI counter: 4; MazEF act: -7; CCHF vOTU inh: 7; BioA inh: -13; FadD28 FP inh: -2.3; FBA Mtb inh: 4

How did CCOC(=O)C(C(=O)OCC)N(C#N)c1nc(C)cc(C)n1 do in these assays?
Mtb UGM inh: 0.0; BoNT F protease: -5; GDH-TPI counter: 4; Rv3671c protease: 2; MazEF act: 2; DUSP3 inh: -4; CCHF vOTU inh: 7; BioA inh: 0.4; FadD28 FP inh: 0.1; FBA Mtb inh: -1

How did CCOC(=O)N/N=C(\C)c1ccc(Oc2ncccn2)cc1 do in these assays?
Mtb UGM inh: 2.3; BoNT F protease: 4; GDH-TPI counter: -6; Rv3671c protease: -5; MazEF act: 3; CCHF vOTU inh: -6; BioA inh: -1.1; FadD28 FP inh: -0.3; FBA Mtb inh: 5

Results for CCN(CC)S(=O)(=O)c1ccc(Cl)c(C(=O)Oc2cccnc2)c1 ?
Mtb UGM inh: 0.5; BoNT F protease: -7; GDH-TPI counter: 16; Rv3671c protease: -13; MazEF act: -6; DUSP3 inh: 0; CCHF vOTU inh: -12; FadD28 FP inh: 0.8; FBA Mtb inh: -2

How did Cc1ccc2c(c1)CNc1ccccc1O2 do in these assays?
Mtb UGM inh: -3.6; BoNT F protease: 2; GDH-TPI counter: -4; Rv3671c protease: -7; MazEF act: 1; DUSP3 inh: 23; CCHF vOTU inh: -5; BioA inh: -1.1; FadD28 FP inh: 0.7; FBA Mtb inh: 0

Brought forward from above: two entries; new compounds follow.
Results for CCN(CC)S(=O)(=O)c1ccc(Cl)c(C(=O)Oc2cccnc2)c1 ?
Mtb UGM inh: 0.5; BoNT F protease: -7; GDH-TPI counter: 16; Rv3671c protease: -13; MazEF act: -6; DUSP3 inh: 0; CCHF vOTU inh: -12; FadD28 FP inh: 0.8; FBA Mtb inh: -2

How did Cc1ccc2c(c1)CNc1ccccc1O2 do in these assays?
Mtb UGM inh: -3.6; BoNT F protease: 2; GDH-TPI counter: -4; Rv3671c protease: -7; MazEF act: 1; DUSP3 inh: 23; CCHF vOTU inh: -5; BioA inh: -1.1; FadD28 FP inh: 0.7; FBA Mtb inh: 0

How did O=C(COC(=O)c1cccc(S(=O)(=O)N2CCCC2)c1)Nc1ccc(Cl)cc1 do in these assays?
BoNT F protease: 1; GDH-TPI counter: -4; MazEF act: 1; CCHF vOTU inh: 0; BioA inh: -0.6; FadD28 FP inh: -1.1; FBA Mtb inh: 0

How did Cc1nnc(SCCCn2c(N3CCCCC3)nc3c2c(=O)[nH]c(=O)n3C)s1 do in these assays?
Mtb UGM inh: -1.1; BoNT F protease: -5; GDH-TPI counter: -9; Rv3671c protease: -1; MazEF act: -1; DUSP3 inh: -4; CCHF vOTU inh: -5; BioA inh: 1.1; FadD28 FP inh: -0.9; FBA Mtb inh: -1

Results for Cc1onc(-c2ccccc2Cl)c1C(=O)Nc1ccc(-c2nnc3n2CCCCC3)cc1 ?
Mtb UGM inh: -0.8; BoNT F protease: -11; GDH-TPI counter: 8; Rv3671c protease: 3; MazEF act: 6; DUSP3 inh: 22; CCHF vOTU inh: 9; BioA inh: -2.3; FadD28 FP inh: -4.1; FBA Mtb inh: -1

How did O=C(Nc1ccccc1)C1CCN(C(=O)c2ccccc2)CC1 do in these assays?
Mtb UGM inh: 2.1; BoNT F protease: 12; GDH-TPI counter: -8; Rv3671c protease: 3; MazEF act: -14; DUSP3 inh: 2; CCHF vOTU inh: 14; BioA inh: 2.0; FadD28 FP inh: 0.7; FBA Mtb inh: -1

Results for O=C(Nc1ccccc1Cc1ccccc1)c1ccccc1NS(=O)(=O)c1ccc(Cl)s1 ?
Mtb UGM inh: -1.1; BoNT F protease: -9; GDH-TPI counter: 4; Rv3671c protease: -56; MazEF act: 3; DUSP3 inh: -10; CCHF vOTU inh: 21; BioA inh: 6.7; FadD28 FP inh: -10.0; FBA Mtb inh: -1

What do the screens show for `COCCCN1C(=O)C(CC(=O)NCC2CCCCC2)CC(C(=O)N(C)C)=C1C` (stereo not drawn)?
BoNT F protease: -3; GDH-TPI counter: -4; MazEF act: 9; CCHF vOTU inh: -1; BioA inh: -0.5; FadD28 FP inh: 0.6; FBA Mtb inh: 1

What do the screens show for `CC(C)(C)NC(=O)CSc1nc(O)cc(=O)n1-c1ccccc1`?
Mtb UGM inh: 0.0; BoNT F protease: 0; GDH-TPI counter: 6; Rv3671c protease: 0; MazEF act: 3; DUSP3 inh: 7; CCHF vOTU inh: -8; BioA inh: -1.2; FadD28 FP inh: 0.3; FBA Mtb inh: 2

What do the screens show for `Cc1ccccc1NC(=O)COC(=O)c1cc(S(=O)(=O)N2CCOCC2)ccc1C`?
Mtb UGM inh: 0.2; BoNT F protease: 6; GDH-TPI counter: -1; Rv3671c protease: -2; MazEF act: -1; CCHF vOTU inh: 2; BioA inh: -1.8; FadD28 FP inh: -1.9; FBA Mtb inh: -3

How did O=C(Oc1coc(CSc2ncccn2)cc1=O)c1ccc(Br)o1 do in these assays?
BoNT F protease: -4; GDH-TPI counter: 3; Rv3671c protease: 2; MazEF act: 2; DUSP3 inh: 13; CCHF vOTU inh: 7; FadD28 FP inh: -3.1; FBA Mtb inh: 0

How did CCCCS(=O)(=O)Nc1ccc2ncn(C)c(=O)c2c1 do in these assays?
Mtb UGM inh: 0.6; BoNT F protease: -5; GDH-TPI counter: 1; Rv3671c protease: -2; MazEF act: 6; DUSP3 inh: -1; CCHF vOTU inh: -18; BioA inh: -0.2; FadD28 FP inh: -4.5; FBA Mtb inh: 35*

What do the screens show for `O=C(NC1CCN(C(=O)NCc2ccccc2)CC1)c1cccc(F)c1`?
Mtb UGM inh: -1.8; BoNT F protease: -6; GDH-TPI counter: -2; Rv3671c protease: -13; MazEF act: 3; DUSP3 inh: -3; CCHF vOTU inh: 11; BioA inh: -0.4; FadD28 FP inh: -1.3; FBA Mtb inh: 4

How did CCOc1ccc(NC(=O)c2c(OC)cccc2OC)cc1 do in these assays?
Mtb UGM inh: -2.8; BoNT F protease: -1; GDH-TPI counter: -6; Rv3671c protease: 4; MazEF act: 10; DUSP3 inh: 3; CCHF vOTU inh: -11; FadD28 FP inh: 0.3; FBA Mtb inh: 3

Results for O=C(NCCCCNC(=O)C1CCCC1)C1CCCC1 ?
Mtb UGM inh: 0.1; BoNT F protease: 2; GDH-TPI counter: -10; Rv3671c protease: 8; MazEF act: 0; DUSP3 inh: -4; CCHF vOTU inh: -3; BioA inh: -1.1; FadD28 FP inh: 0.5; FBA Mtb inh: -3

How did FC(F)(F)c1nc2ccccc2nc1N/N=C/c1ccc(Cl)cc1 do in these assays?
Mtb UGM inh: 0.0; BoNT F protease: -10; GDH-TPI counter: 13; Rv3671c protease: 1; MazEF act: 6; DUSP3 inh: 17; CCHF vOTU inh: 4; BioA inh: -2.8; FadD28 FP inh: 0.7; FBA Mtb inh: 4
